C diff growth – C. difficile growth inhibition. AID 1259249. 0.25% of 86,000 active. growth activity, negative = inhibition, % at 16 µg/mL (by protocol). Clostridium difficile clinical isolate growth, OD600, 24 h; active compounds read low;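 active = mean growth activity at or below -80% and every replicate also at or below -80%; inconclusive = mean at or below -80% but some replicate above -80%; inactive = mean growth activity above -80%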;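 also: 0% = DMSO wells and -100% = levofloxacin 16 µg/mL wells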
T cruzi growth – inhibitors of T. cruzi proliferation. T. cruzi beta-gal in NIH3T3, GalScreen luminescence, 90 h. inhibition, % at 8.34 µM. 5.9% of 77,000 active. AID 624255;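 active = mean inhibition above about 93%, with at least 55% of replicates each passing it, limit read from the data, passing the limit was not always enough; inconclusive = only one of those two conditions holds; inactive = neither condition holds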
KDM4C inh – inhibitors of human demethylase GASC-1 KDM4C. Q9H3R0. GST-KDM4C 2-372, H3K9me3 peptide, LANCE TR-FRET. inhibition, % at 12.5 µM. 0.15% of 96,000 active. AID 720574;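 active = mean replicate inhibition above about 25%, with at least 55% of replicates also reaching it, limit read from the data, passing the limit was not always enough; inconclusive = only one of those two conditions met; inactive = neither condition met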
Target sequence (Q9H3R0 2-372 limits assumed): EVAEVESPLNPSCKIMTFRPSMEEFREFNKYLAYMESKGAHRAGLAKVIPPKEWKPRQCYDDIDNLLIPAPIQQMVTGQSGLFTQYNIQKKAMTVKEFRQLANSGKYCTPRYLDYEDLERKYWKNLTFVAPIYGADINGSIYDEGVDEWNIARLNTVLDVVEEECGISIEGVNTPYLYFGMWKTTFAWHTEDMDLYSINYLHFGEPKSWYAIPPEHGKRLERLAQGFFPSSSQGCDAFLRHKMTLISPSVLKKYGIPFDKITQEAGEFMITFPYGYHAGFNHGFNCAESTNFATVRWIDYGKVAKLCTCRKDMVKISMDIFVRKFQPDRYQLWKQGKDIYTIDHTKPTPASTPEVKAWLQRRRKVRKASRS
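material = GST-tagged GASC-1 (JMJD2C) catalytic fragment, aa 2-372 | amount = enzyme final amount 10 nM | medium = HEPES buffer, pH 7.5, plus ascorbate | also added = H3K9me3 peptide substrate, Fe(II), 2-oxoglutarate | dosing = single dose | times = 30 min demethylation and 1 h detection at room temperature | detection = LANCE TR-FRET | read-out basis = Fall in 671/618 emission ratio as inhibition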
Pf Dd2 inh – P. falciparum Dd2 growth inhibition; SYBR Green, 72 h; active compounds read low; activity change, % at 10 µM; 2.3% of 94,000 active; in the data active = activity change below about -80%; inconclusive = no clear call, values can overlap the other calls
An asterisk follows results filed as active; ? = inconclusive; / = not tested or not shown.

Compound	KDM4C inh	T cruzi growth	Pf Dd2 inh	C diff growth
C[C@@H]1CN([C@@H](C)CO)C(=O)c2cc(-c3cccnc3)cnc2O[C@@H]1CN(C)Cc1ccc(-c2ccccc2)cc1	0.0	/	12	13
CN(C)CC(=O)Nc1ccc2c(c1)[C@H]1C[C@H](CC(=O)N3CCN(C)CC3)O[C@@H](CO)[C@H]1O2	-4.0	-33	23	-2
O=C([C@@H]1[C@@H](CO)[C@@H]2Cn3c(cccc3=O)[C@@H]2N1C(=O)C1CCCC1)N1CCOCC1	2.9	/	16	4
Cc1noc(C)c1NC(=O)N(C)C[C@@H]1Oc2ccc(NS(=O)(=O)c3ccccc3)cc2C(=O)N([C@@H](C)CO)C[C@@H]1C	-1.4	12	11	-4
O=C(c1ccccc1)N1C[C@H]2[C@@H](c3ccccc31)[C@H](CO)N2Cc1ccccc1F	1.3	32	-8	4
COc1cccc(-c2ccc([C@@H]3[C@H](CO)N4CCCCN(CC5CC5)C[C@@H]34)cc2)c1	-1.5	0	-21	2
CCCN1[C@@H]2Cn3c(ccc(-c4ccc(OC)cc4)c3=O)[C@H]1[C@@H](C(=O)NCC)[C@@H]2CO	0.7	/	-4	2
C[C@H]1CN([C@@H](C)CO)S(=O)(=O)c2ccc(Br)cc2O[C@H]1CN(C)Cc1cncnc1	-0.5	25	22	-5
O=C(C[C@H]1C[C@H]2c3cc(NC(=O)C4CCC4)ccc3O[C@H]2[C@H](CO)O1)NCc1cc(F)ccc1F	-2.7	42	-34	3
COc1ccc2c3c([nH]c2c1)[C@H](CO)N(C(=O)c1ccc(F)cc1)CC31CCN(S(=O)(=O)c2cccs2)CC1	0.3	/	-54	-11
COc1ccc(NC(=O)Nc2ccc3c(c2)C(=O)N([C@H](C)CO)C[C@H](C)[C@@H](CN(C)C(=O)NC(C)C)OCCCC[C@H](C)O3)cc1	-0.4	34	7	-1
COc1ccc2c3c([nH]c2c1)[C@@H](CO)N(C)CC31CCN(S(=O)(=O)c2cccc(F)c2)CC1	-1.0	/	-56	-3
CS(=O)(=O)N1CCCCN2[C@H](C1)[C@H](c1ccc(C#Cc3ccccn3)cc1)[C@@H]2CO	1.2	112*	17	1
C[C@@H]1CN([C@@H](C)CO)C(=O)c2cc(NC(=O)c3ccccc3)ccc2O[C@@H](C)CCCCO[C@H]1CN(C)C(=O)Nc1ccccc1	-0.5	19	-9	/
C[C@@H]1CN([C@@H](C)CO)C(=O)c2cc(C#CCN(C)C)cnc2O[C@H]1CN(C)C(=O)NC1CCCCC1	2.3	23	14	/

Following part
Compound	KDM4C inh	T cruzi growth	Pf Dd2 inh	C diff growth
C[C@@H]1CN([C@H](C)CO)C(=O)c2cc(NC(=O)CCC(F)(F)F)ccc2O[C@@H]1CN(C)CC1CC1	0.0	-6	45	-1
C[C@@H]1CN([C@H](C)CO)C(=O)Cc2cc(NC(=O)c3ccncc3)ccc2O[C@@H]1CN(C)Cc1ccc(C(=O)Nc2ccccc2N)cc1	-0.2	/	-75	6
COc1ccc(NC(=O)N(C)C[C@H]2Oc3ccc(N(C)C)cc3CC(=O)N([C@H](C)CO)C[C@@H]2C)cc1	1.6	-7	-9	-2
COCC(=O)Nc1ccc2c(c1)C(=O)N(C)C[C@H](OC)[C@@H](C)CN(CCc1ccccc1)[C@@H](C)CO2	3.6	34	-43	3
C[C@H]1CN([C@@H](C)CO)C(=O)c2cc(C#CC3CC3)cnc2O[C@@H]1CN(C)Cc1cccc(C(=O)O)c1	17	/	-32	-6
C[C@@H]1CN([C@H](C)CO)C(=O)c2cc(NS(=O)(=O)c3cccs3)ccc2O[C@@H]1CN(C)S(C)(=O)=O	0.9	-37	17	/
Cc1noc(C)c1S(=O)(=O)N(C)C[C@@H]1OCCCC[C@@H](C)Oc2ccc(NC(=O)c3ccccc3)cc2C(=O)N([C@@H](C)CO)C[C@@H]1C	-1.7	15	-54	15
O=C(Cc1cccnc1)N1CC2(C1)[C@H](c1ccccc1)[C@@H](CO)N2C(=O)C1CCCCC1	0.5	/	4	-3
COc1ccc2c3c([nH]c2c1)[C@H](CO)N(C(=O)CN1CCOCC1)CC31CCN(C)CC1	0.5	/	69	-3
O=S(=O)(N[C@H]1CC[C@H](CCn2cc(-c3ccccc3F)nn2)O[C@@H]1CO)c1ccc(Cl)cc1	1.3	23	-5	2
Cc1noc(C)c1S(=O)(=O)Nc1ccc2c(c1)C(=O)N([C@@H](C)CO)C[C@@H](C)[C@@H](CN(C)C(=O)NC(C)C)OCCCC[C@@H](C)O2	-0.4	-93	-13	5
COc1ccc(CN(C)C[C@@H]2Oc3ccc(NC(=O)Cc4ccccc4)cc3CC(=O)N([C@@H](C)CO)C[C@@H]2C)cc1	1.9	88	-6	-8
CO[C@H]1CN(C)C(=O)c2ccc(NC(=O)Nc3cccc(F)c3)cc2OC[C@H](C)NC[C@@H]1C	-0.4	/	-10	-4
COCC#Cc1cnc2c(c1)C(=O)N([C@H](C)CO)C[C@@H](C)[C@H](CN(C)C(=O)Nc1cc(F)ccc1F)O2	-0.5	/	-21	/
C[C@H](CO)N1C[C@H](C)[C@H](CN(C)C)Oc2cc(C#CC3CCCCC3)ccc2S1(=O)=O	0.9	98*	-71	19

3 compounds out of the list above, ordered by the value under KDM4C inh, smallest number first.
Compound	KDM4C inh
Cc1noc(C)c1S(=O)(=O)Nc1ccc2c(c1)C(=O)N([C@@H](C)CO)C[C@@H](C)[C@@H](CN(C)C(=O)NC(C)C)OCCCC[C@@H](C)O2	-0.4
COc1ccc2c3c([nH]c2c1)[C@H](CO)N(C(=O)CN1CCOCC1)CC31CCN(C)CC1	0.5
COCC(=O)Nc1ccc2c(c1)C(=O)N(C)C[C@H](OC)[C@@H](C)CN(CCc1ccccc1)[C@@H](C)CO2	3.6

Other records follow.
Compound	KDM4C inh	T cruzi growth	Pf Dd2 inh	C diff growth
C[C@H](CO)N1C[C@H](C)[C@H](CN(C)C(=O)c2cccnc2)Oc2ncc(C3=CCCC3)cc2C1=O	16	-398	42	1
CCCN(C)C[C@@H]1Oc2cc(-c3ccc(F)cc3)ccc2S(=O)(=O)N([C@H](C)CO)C[C@@H]1C	-0.7	/	3	8
C[C@H](CO)N1C[C@H](C)[C@H](CN(C)C(=O)CN2CCOCC2)Oc2ncc(C#C[C@@H](C)O)cc2C1=O	0.8	97	32	0
C[C@H](CO)N1C[C@H](C)[C@@H](CN(C)C(=O)Nc2ccc(N3CCN(C)CC3)cc2)OCc2cn(nn2)CCCC1=O	1.5	20	-7	4
CNC[C@H]1Oc2cc(C#CCN(C)C)ccc2S(=O)(=O)N([C@H](C)CO)C[C@@H]1C	3.6	15	-29	9
Cc1noc(C)c1NC(=O)N(C)C[C@@H]1OCCCC[C@@H](C)Oc2ccc(NC(=O)Nc3ccc(C(F)(F)F)cc3)cc2C(=O)N([C@H](C)CO)C[C@@H]1C	-2.2	92	45	1
C[C@H](CO)N1C[C@H](C)[C@@H](CN(C)C(=O)Cc2ccncc2)Oc2cc(C3=CCCC3)ccc2S1(=O)=O	15	96*	-20	6
CCC(=O)N1[C@H](C#N)[C@@H](c2ccccc2-c2ccccc2)[C@@H]1CO	3.9	/	20	2
CN(C)C(=O)c1cccc(-c2ccccc2[C@@H]2[C@@H](C#N)N(C(=O)C3CCCC3)[C@@H]2CO)c1	0.6	/	-5	7
COc1ccc(S(=O)(=O)N(C)C[C@H]2Oc3ccc(NC(=O)CCC(F)(F)F)cc3C(=O)N([C@@H](C)CO)C[C@H]2C)cc1	-1.1	/	1	0
CS(=O)(=O)Nc1ccc2c(c1)[C@H]1C[C@H](CC(=O)NCc3ccc(Oc4ccccc4)cc3)O[C@@H](CO)[C@H]1O2	-2.4	-24	0	0
C[C@H](CO)N1C[C@H](C)[C@H](CN(C)S(=O)(=O)c2ccc(F)cc2)Oc2ccc(NC(=O)Nc3ccc(F)cc3)cc2CC1=O	-2.2	1	-4	6
CC(C)CC#Cc1ccc2c(c1)O[C@@H](CN(C)Cc1ccccn1)[C@H](C)CN([C@@H](C)CO)S2(=O)=O	1.4	131*	-62	0
C/C=C/c1ccc2c(c1)O[C@H](CN(C)C(=O)Cc1ccccc1)[C@H](C)CN([C@@H](C)CO)S2(=O)=O	-0.8	/	13	0
C[C@@H]1CN([C@@H](C)CO)C(=O)c2cc(NS(=O)(=O)c3ccc(F)cc3)ccc2O[C@H]1CN(C)C(=O)Nc1ccc(F)cc1	-0.7	-24	2	-2

(next part)
Compound	KDM4C inh	T cruzi growth	Pf Dd2 inh	C diff growth
C[C@@H]1CCCCO[C@H](CN(C)C(=O)c2ccccc2)[C@@H](C)CN([C@H](C)CO)C(=O)c2cc(NC(=O)c3ccccc3)ccc2O1	-1.4	-13	-9	-1
C[C@H](O)C#Cc1cnc2c(c1)C(=O)N([C@H](C)CO)C[C@@H](C)[C@@H](CN(C)Cc1cncnc1)O2	-0.5	-22	40	-4
C[C@H]1CN([C@@H](C)CO)C(=O)Cc2cc(NC(=O)Nc3ccccc3)ccc2O[C@H]1CN(C)C(=O)Nc1ccc2c(c1)OCO2	0.5	-5	10	-5
O=C(Nc1cc(F)ccc1F)N1CC(=O)N2[C@H](CO)[C@@H](c3ccc(C#CC4CCCCC4)cc3)[C@H]2C1	-1.5	/	-15	50
COc1cccc(S(=O)(=O)Nc2ccc3c(c2)C(=O)N(C)[C@@H]2CC[C@H](CC(=O)O)O[C@@H]2CO3)c1	0.4	8	12	0
CN1CCN(C(=O)C[C@H]2CC[C@@H]3[C@H](COc4ccc(NC(=O)C5CCOCC5)cc4C(=O)N3C)O2)CC1	1.5	16	/	16
COc1ccccc1NC(=O)N1C[C@@H](C)[C@H](OC)CN(C)C(=O)c2cc(NC(=O)c3cnccn3)ccc2OC[C@H]1C	-1.4	/	7	/
C/C=C/c1cnc2c(c1)C(=O)N([C@@H](C)CO)C[C@@H](C)[C@@H](CN(C)C(=O)Cc1ccccn1)O2	8.8	/	20	0
C[C@H](CO)N1C[C@H](C)[C@H](CN(C)C(=O)C2CCCCC2)Oc2cc(C#CC3CC3)ccc2S1(=O)=O	-2.3	?	-40	2
CO[C@H]1CN(C)C(=O)c2cc(NC(=O)CC(F)(F)F)ccc2OC[C@@H](C)N(C(=O)C2CCOCC2)C[C@H]1C	0.1	/	36	-1
COc1ccc2c3c(n(C)c2c1)[C@@H](CO)N(CC1CCOCC1)CC31CN(Cc2nccs2)C1	4.6	/	-74	8
COc1cccc(S(=O)(=O)N2CCCCN3[C@@H](CO)[C@@H](c4ccc(C5=CCCCC5)cc4)[C@@H]3C2)c1	0.3	73	-84*	-10
O=C(CCN1CCCCC1)NCC[C@@H]1CC[C@H](NC(=O)C2CCCCC2)[C@@H](CO)O1	1.5	/	14	2
COc1cccc(S(=O)(=O)Nc2ccc3c(c2)[C@H]2C[C@@H](CC(=O)NC4CCCCC4)O[C@@H](CO)[C@H]2O3)c1	2.2	31	-33	-1
COCC(=O)N1C[C@@H](C)[C@@H](OC)CN(C)C(=O)c2cc(NC(=O)C3CCC3)ccc2OC[C@H]1C	1.3	-59	-12	1

Remaining list, next part.
Compound	KDM4C inh	T cruzi growth	Pf Dd2 inh	C diff growth
COc1ccc(CN(C)C[C@H]2OCCCC[C@@H](C)Oc3ccc(NS(=O)(=O)c4c(C)noc4C)cc3C(=O)N([C@H](C)CO)C[C@H]2C)cc1	-0.3	-34	-36	1
CC(=O)N1[C@H](CO)[C@H](c2ccccc2)[C@@H]1CN(C(=O)c1ccccc1F)C(C)C	0.8	/	-2	2
Cc1ccc(S(=O)(=O)Nc2ccc3c(c2)C(=O)N([C@@H](C)CO)C[C@H](C)[C@@H](CN(C)Cc2ccc(Cl)c(Cl)c2)O3)cc1	5.3	92	-10	32
C[C@H](CO)N1C[C@H](C)[C@H](CN(C)Cc2ccc(C(=O)Nc3ccccc3N)cc2)Oc2ccc(NC(=O)Nc3ccc4c(c3)OCO4)cc2C1=O	-1.7	99	-69	-2

Part of the list above, showing only C diff growth and T cruzi growth:
| smiles | C diff growth | T cruzi growth |
| --- | --- | --- |
| COc1ccc(CN(C)C[C@H]2OCCCC[C@@H](C)Oc3ccc(NS(=O)(=O)c4c(C)noc4C)cc3C(=O)N([C@H](C)CO)C[C@H]2C)cc1 | 1 | -34 |
| CC(=O)N1[C@H](CO)[C@H](c2ccccc2)[C@@H]1CN(C(=O)c1ccccc1F)C(C)C | 2 | / |
| Cc1ccc(S(=O)(=O)Nc2ccc3c(c2)C(=O)N([C@@H](C)CO)C[C@H](C)[C@@H](CN(C)Cc2ccc(Cl)c(Cl)c2)O3)cc1 | 32 | 92 |
| C[C@H](CO)N1C[C@H](C)[C@H](CN(C)Cc2ccc(C(=O)Nc3ccccc3N)cc2)Oc2ccc(NC(=O)Nc3ccc4c(c3)OCO4)cc2C1=O | -2 | 99 |

Bioassay records as filed in PubChem BioAssay.
